Screening data from PubChem BioAssay.
Vif imaging = blocks HIV Vif function; HEK293T cells, Vif self-association by quenched fluorescence, imaging, 24 h; inhibition, % at 7.49 µM; hit rate 0.35% among 340,000; AID 602346; in the data active means inhibition above about 50%, passing the limit was not always enough; further: some results filed as inactive read as strong as hits
MC4R ag barr = human MC4R agonism via beta-arrestin. U2OS MC4R beta-arrestin complementation, luminescence; percent of melanotan II response, DMSO zero. P32245. hit rate 0.98% among 360,000. activation, % at 8.9 µM. AID 540308;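 active means activation above a per-plate cutoff, the mean activation of sample wells on that plate plus 3 SD, cut at about 8% in these data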
Target sequence (P32245 whole entry, looked up): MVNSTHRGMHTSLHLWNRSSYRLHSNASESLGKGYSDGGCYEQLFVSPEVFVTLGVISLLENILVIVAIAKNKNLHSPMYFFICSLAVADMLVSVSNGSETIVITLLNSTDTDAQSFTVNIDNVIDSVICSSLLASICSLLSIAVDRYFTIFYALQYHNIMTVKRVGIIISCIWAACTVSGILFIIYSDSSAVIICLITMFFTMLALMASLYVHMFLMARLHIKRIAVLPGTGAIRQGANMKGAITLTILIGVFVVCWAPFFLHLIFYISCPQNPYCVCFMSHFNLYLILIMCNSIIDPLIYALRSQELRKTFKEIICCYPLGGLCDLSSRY
PDI turbidity = blocks human protein disulfide isomerase activity. P07237. PDI insulin aggregation turbidity, A650, 90 min. inhibition, % at 10 µM. hit rate 0.052% among 350,000. AID 588391;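 active means mean inhibition across replicates of 30% or more, whatever share of single replicates reach that level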;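 further: absorbance from insulin aggregation driven by PDI reduction with DTT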
CaV13 FRET inh = Primary screen for inhibitors of IQ motif and Ca2+-dependent inactivation inhibitor domain binding in CACNA1D, Förster resonance energy transfer in living cells, … | hit rate 0.098% among 340,000 | AID 743397 | HEK cells, CFP/YFP FRET ICDI-IQ, plate reader, 10 min; percent FRET-ratio fall versus neutral wells | inhibition, % at 12.3 µM;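 active means mean replicate inhibition of at least 30% and at least 1% of replicates passing that level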;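 further: 0% = median of the neutral control wells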
H9c2 protect = myocardial damage modulation in H9c2 cells; protection from H2O2 cell death, % at 20 µM; hit rate 0.63% among 360,000; AID 588492; H9c2 cardiomyocytes, H2O2 injury protection, ATPLite, 2 h;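 active means compounds giving at least 50% protection of heart cells from peroxide-induced death in the single-dose screen, raw or plate-pattern-corrected value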;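 further: 0% = DMSO wells with peroxide and 100% = DMSO wells without peroxide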
Glyco luc inh = N-linked glycosylation inhibition | D54 ERlucT glycosylation luciferase reporter, 24 h; percent of 100 nM tunicamycin response | reporter increase, % at 12.5 µM | hit rate 0.23% among 360,000 | AID 588692;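 active means mean luciferase reporter signal, scaled so untreated is 0 and the glycosylation-blocking control 100, at or above a set limit in every replicate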;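 further: luciferase carries N-glycosylation sites so blocking glycosylation raises the light; 0% = median of neutral control wells and 100% = median of 100 nM tunicamycin wells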
aDG glyco act = increases alpha dystroglycan glycosylation; activation, % at 10 µM; Pro5-aDG cells, alpha-DG glycosylation AlphaScreen (IIH6); 0% Pro5, 100% B10-LARGE cell signal; hit rate 0.22% among 360,000; AID 624168;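 active means activation of at least 8% versus controls, or a plate z-score of at least 8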;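 further: Pro5 are CHO cells carrying HIG-tagged alpha-DG that lacks glycosylation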
ABCB6 inh 2 = blocks the human ABCB6 transporter | AID 602162 | K562-ABCB6 porphyrin accumulation, flow cytometry, 1 h; stronger effect = lower value | fluorescence ratio to DMSO, % at 10 µM | hit rate 0.19% among 360,000;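 active means fluorescence ratio to DMSO below 75%, the collection mean minus 3 SD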;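 further: signal is porphyrin accumulated inside mitochondria; 100% equals median channel fluorescence of DMSO control wells; lower ratio means ABCB6 inhibition with less porphyrin fluorescence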
MC4R antag cAMP = antagonists of human melanocortin 4 receptor (MC4R); P32245; MC4R-expressing cells, MTII-stimulated cAMP, LANCE TR-FRET; inhibition, % at 6.5 µM; hit rate 0.48% among 360,000; AID 540295;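 active means inhibition above its plate's cutoff, the mean of tested wells on that plate plus 3 SD, cut at about 29% in these data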;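 further: 0% = Melanotan II alone and 100% = Melanotan II plus saturating MCL0020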
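material = U2OS cells stably expressing human melanocortin 4 receptor (MC4R) | also added = Melanotan II challenge | dosing = single nominal compound dose of 6.5 µM | detection = TR-FRET with Eu-cAMP and labeled anti-cAMP, 671 nm | replication = singlicate | timing = compound 30 min, challenge 1 h, detection 1 h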
m5-HT2A agonist = mouse HTR2A agonism via beta-arrestin recruitment | CHO-K1 mHTR2A beta-arrestin complementation, luminescence; percent of 30 µM serotonin response | activation, % at 7.6 µM | hit rate 0.66% among 360,000;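 active means activation above a run cutoff, the mean activation of all tested compounds plus 3 SD, cut at about 14% in these data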;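 further: 0% = plate median of compound wells and 100% = 30 µM serotonin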
Target sequence (P35363 whole entry, looked up): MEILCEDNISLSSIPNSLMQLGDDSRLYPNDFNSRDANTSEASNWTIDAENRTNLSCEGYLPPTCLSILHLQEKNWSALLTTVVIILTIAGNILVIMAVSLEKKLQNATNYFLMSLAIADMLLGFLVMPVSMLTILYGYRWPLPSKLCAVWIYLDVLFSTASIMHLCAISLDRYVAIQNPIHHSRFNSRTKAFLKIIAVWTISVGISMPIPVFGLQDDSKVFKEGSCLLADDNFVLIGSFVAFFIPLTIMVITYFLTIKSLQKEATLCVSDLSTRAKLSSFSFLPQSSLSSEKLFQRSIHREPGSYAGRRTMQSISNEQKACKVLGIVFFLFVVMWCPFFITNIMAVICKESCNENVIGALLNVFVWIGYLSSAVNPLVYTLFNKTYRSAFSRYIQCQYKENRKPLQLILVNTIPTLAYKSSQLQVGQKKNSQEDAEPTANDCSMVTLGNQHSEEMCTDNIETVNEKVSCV
The depositor's hits bear a star; . = not tested or not shown.

SMILES | Vif imaging | MC4R ag barr | PDI turbidity | CaV13 FRET inh | H9c2 protect | Glyco luc inh | aDG glyco act | ABCB6 inh 2 | MC4R antag cAMP | m5-HT2A agonist
COC(=O)c1ccccc1NC(=O)CSc1nnc(-c2cccnc2)n1N | 1 | -1.6 | 11 | . | -3 | 4 | 0.0 | 96 | 6 | -1
CC(=O)Nc1ccc(S(=O)(=O)N2CCCc3ccccc32)cc1 | 1 | 0.1 | 7 | -8 | 6 | 19 | -0.1 | 101 | -4 | -5
COc1cccc(C2=NOC(C(=O)Nc3cc(OC)c(OC)c(OC)c3)C2)c1 (stereo not drawn) | -7 | -0.7 | 2 | -9 | -5 | 4 | 0.3 | 95 | 11 | -1
c1ccc(CCNc2ncnc3sccc23)nc1 | -7 | 0.2 | 5 | 1 | -15 | -3 | 0.4 | 89 | 10 | 8
CCc1ccccc1N(CC(=O)OC)S(C)(=O)=O | 2 | -0.3 | -5 | -2 | 9 | 1 | -0.1 | 90 | 2 | 2
CC(=O)N(C)c1ccc(OCC(O)Cn2c3ccc(Cl)cc3c3cc(Cl)ccc32)cc1 (stereo not drawn) | . | 0.7 | 2 | -5 | -17 | -4 | 1.5 | 83 | 17 | 11
CCC1Oc2ccc(C)cc2N(CC(=O)N2CCN(c3ccc(F)cc3)CC2)C1=O (stereo not drawn) | 4 | 2.6 | -10 | . | -2 | -2 | 0.0 | 99 | 10 | -5
CC1CCCC(C)N1C(=O)c1ccc(S(=O)(=O)N2CCCC2)cc1 (stereo not drawn) | -2 | -2.5 | 5 | -3 | -5 | 0 | -0.2 | 92 | -1 | 0
CC12CCC(=O)N1C(C(=O)OCC(=O)Nc1ccc(Cl)c(Cl)c1)CS2 (stereo not drawn) | -6 | -1.3 | -10 | -6 | -13 | 2 | -0.2 | 93 | 5 | -4
COc1ccc(-c2[nH][nH]c(=O)c2NC(=O)c2ccc([N+](=O)[O-])cc2)cc1 | 3 | . | . | -5 | 7 | -1 | 0.9 | 98 | . | 9
CCCCNC(=O)C1(C)CCCCN1C(=O)c1cc(-c2ccccc2)cs1 (stereo not drawn) | -19 | -0.2 | 13 | -7 | -1 | -1 | 0.2 | 104 | 6 | -2
Cc1ccc(Sc2nc(-c3ccccc3)ccc2C#N)cc1 | -17 | 1.9 | -3 | -4 | -11 | 0 | 0.2 | 96 | -1 | -3
CCn1nc(NS(=O)(=O)c2ccc(NC(C)=O)cc2)c2cc3ccccc3nc21 | 1 | -3.6 | 0 | -7 | 6 | -2 | 0.1 | 106 | 15 | -5
CCOC(=O)CSc1nnc(CSc2nc3ccccc3s2)n1C | 8 | 1.7 | 9 | -9 | 4 | 0 | 0.0 | 97 | 14 | 8
Cc1noc(C)c1C(=O)N1CCCC(N2CCN(c3cccc(C(F)(F)F)c3)CC2)C1 (stereo not drawn) | 7 | -1.8 | 2 | -6 | 1 | 0 | -0.1 | 99 | 11 | -6
O=C(NC(=S)NC1CCCC1)c1ccccc1 | 13 | -0.8 | 6 | -2 | -2 | 1 | 0.1 | 99 | 2 | 2
NS(=O)(=O)c1ccc(N=C2C(=O)Nc3ccccc32)cc1 | 11 | -0.2 | -5 | -7 | -1 | 3 | 0.1 | 96 | 2 | -2
Cc1c(C=O)cnn1CCC(=O)O | . | -1.0 | -1 | -14 | 2 | 2 | -0.2 | 97 | 7 | 1
COc1ccc(OC)c(NC(=O)C2CCC(CNc3c(N4CCC(C)CC4)c(=O)c3=O)CC2)c1 (stereo not drawn) | 4 | 0.8 | 5 | -6 | 17 | 14 | -0.1 | 94 | 8 | 3
O=C(/C=C/c1ccc(S(=O)(=O)N2CCOCC2)cc1)N1CCN(c2ccc(F)cc2)CC1 | 9 | -0.9 | 3 | -5 | -4 | -1 | 1.1 | 95 | 6 | 1
NNC(=O)c1snnc1-c1ccccc1 | 3 | 0.5 | 2 | -16 | -1 | 0 | 0.1 | 105 | -7 | -3
Cc1ccc(C(=O)C(C)Sc2nnc(N)s2)cc1 (stereo not drawn) | 0 | -0.8 | -2 | -6 | -4 | 1 | -0.2 | 96 | 9 | -3
COc1cc(CNC2CCCC2)cc(Cl)c1OCc1ccccc1Cl | 0 | 5.8 | 9 | -7 | -17 | -8 | 2.3 | 103 | 0 | -2
CCOC(=O)c1c(NC(=O)CSc2nnc3ccccn23)sc2c1CCC2 | 3 | -0.1 | 4 | 1 | 7 | 5 | -0.3 | 127 | 3 | -4
CN(C)c1ccc(/C=N/NC(=O)CCCCCNC(=O)c2ccccc2)cc1 | -3 | -1.7 | -5 | -2 | -5 | 0 | -0.2 | 97 | 5 | -5
O=C(Nc1nnc(CCc2ccccc2)s1)c1ccccc1 | 1 | -1.2 | 2 | -5 | 0 | 1 | -0.1 | 100 | -3 | -4
COc1cccc(-c2nnc(NC(=O)c3ccc4ncsc4c3)o2)c1 | 9 | -3.4 | 4 | -3 | 33 | 4 | 0.2 | 97 | 4 | -2
CCCc1nc2sc3ccccc3c(=O)c2c(=O)n1Cc1ccco1 | 8 | 0.8 | 0 | -5 | 9 | 1 | 0.0 | 100 | 7 | 2
COC(=O)c1ccccc1NC(=O)c1cc([N+](=O)[O-])nn1Cc1ccccc1 | 3 | -2.0 | -7 | -4 | -8 | 0 | 0.0 | 99 | 7 | 5
Cc1cc(Cl)c(S(=O)(=O)N2CCCCCC2)cc1OCC(=O)NC1CCCCC1 | -45 | -0.1 | -5 | -5 | 0 | -2 | 0.1 | 87 | 0 | 4
OCCC1CN(Cc2ccccn2)CCN1C1CCCC1 (stereo not drawn) | 7 | -0.1 | -1 | -4 | 4 | 0 | 0.8 | 99 | 37* | 1
CC(C)CCNC(=O)CCn1nc(-c2ccc(Cl)cc2)ccc1=O | -5 | -1.7 | -5 | -20 | -1 | -1 | 0.0 | 98 | 8 | 4
C/C(=N/NC(=O)c1ccncc1)c1ccc(NC(=O)c2ccccc2)cc1 | -17 | -0.4 | 0 | -4 | -2 | 0 | 0.0 | 96 | -2 | -3
O=C(Nc1ccccc1)c1nc[nH]c1C(=O)N1CCc2ccccc2C1 | -7 | 1.8 | 1 | -4 | 8 | 5 | -0.2 | 94 | 3 | -2
O=C(N1CCOCC1)N(CCN1CCOCC1)Cc1cccc2ccccc12 | 42 | -1.4 | -10 | -5 | -3 | 1 | 0.6 | 117 | 2 | 3
COCc1[nH][nH]c(=O)c1C=Nc1ccccc1 | 2 | -1.7 | -4 | -4 | -6 | 1 | 0.0 | 90 | 4 | -5
Cc1ccc(-c2ccc(/C=N/N3C(=O)C4C5C=CC(CC5)C4C3=O)o2)c([N+](=O)[O-])c1 (stereo not drawn) | -5 | 0.1 | -4 | -6 | -2 | 0 | 0.1 | 98 | -6 | 4
O=C(NC1CCCCC1)c1cccc2c1C(=O)c1ccc(-c3ccc(OC(F)(F)F)cc3)cc1S2(=O)=O | 2 | 3.3 | 7 | -9 | 6 | 20 | -0.1 | 101 | -1 | 4
C=CCN1C(=O)S/C(=C\c2ccc(N3CCOCC3)cc2C)C1=O | 8 | -2.0 | -2 | . | 7 | -7 | 0.7 | 102 | 6 | 4
CC(=O)Cn1ncc(N2CCOCC2)c(Cl)c1=O | 15 | -1.7 | 6 | -4 | 6 | 1 | 0.0 | 100 | 2 | 0
COC(=O)c1ccc(S(=O)(=O)N2CCCC2)o1 | 0 | -0.8 | 0 | -4 | 6 | -1 | 0.3 | 102 | 26 | -1
CC(C)C[C@H]1CN([C@@H](Cc2ccccc2)CN2CCC[C@H]2CN2C(=O)C(=O)NC[C@@H]2Cc2ccc(O)cc2)C(=O)C(=O)N1CC1CCCCC1 | . | . | . | -5 | . | . | -0.2 | 94 | . | 1
O=c1c2sc3nc(N4CCOCC4)c4c(c3c2ncn1-c1ccccc1)CCCC4 | -2 | -2.5 | -6 | -2 | 2 | -10 | 0.3 | 91 | -1 | 2
O=C(Nc1ccc(F)cc1)N1CCOCC1 | 0 | -1.0 | -7 | -6 | -3 | 1 | -0.1 | 95 | 6 | 6
CCC(=O)/C(=C(/O)c1ccccc1)c1nc2ccccc2[nH]1 | -3 | 0.5 | -2 | -5 | 0 | 0 | -0.3 | 100 | -1 | 1
Cn1ncc(Br)c1C(=O)NC12CC3CC(CC(C3)C1)C2 | 2 | 1.0 | 4 | -19 | 6 | -4 | -0.3 | 100 | 17 | 3
CCOc1ccc(C(=O)NCC(=O)Nc2ccc3c(c2)OCO3)cc1OCC | 3 | -0.9 | 1 | -7 | -1 | 3 | -0.2 | 103 | 10 | -6
O=S(=O)(Nc1cccc2ccccc12)c1ccccc1F | 0 | -1.1 | 6 | -7 | -6 | 1 | -0.1 | 96 | -6 | -7
Cc1cccc(NC(=O)COc2coc(CN3CCN(c4ccccc4)CC3)cc2=O)c1 | 15 | -5.3 | 1 | -6 | -2 | -1 | -0.1 | 92 | 11 | -3
CC(Oc1ccc(Cl)cc1Cl)C(=O)NCCCN(C)C (stereo not drawn) | 10 | -1.9 | 2 | -8 | -2 | -1 | 0.1 | 100 | 2 | 5
Cn1c(SCCN2CCCC2)nnc1C1CCN(S(=O)(=O)c2cccc(F)c2)CC1 | 11 | -1.9 | 0 | -4 | 0 | 0 | 0.2 | 103 | 5 | 4
CCC(=O)N1CCC2(CC1)Oc1ccc(F)cc1C(=O)C21CC(c2cccnc2)=NO1 (stereo not drawn) | . | -0.5 | 2 | -11 | 1 | -2 | -0.4 | 103 | 12 | 4
O=C(/C=C/c1cccc(F)c1)Nc1ccc(S(=O)(=O)N2CCOCC2)cc1 | 4 | 0.2 | -3 | -5 | -9 | 0 | 0.1 | 102 | 8 | 1
CCn1cc2c(c1-c1cccc(C)c1)c(=O)n(C)c(=O)n2C | 7 | -2.1 | -5 | -5 | 4 | 0 | -0.1 | 98 | 19 | 1
COCCCn1cc(CN2CC(N3CCN(CCN(C)C)CC3)CS2(=O)=O)nn1 (stereo not drawn) | . | . | . | -7 | . | . | -0.2 | 100 | . | 4
CC(=O)c1ccc(N2CCN(S(=O)(=O)c3cccc4nonc34)CC2)cc1 | -4 | -3.4 | 3 | -18 | -1 | 1 | -0.1 | 95 | -1 | 5
CN(Cc1ccccc1)c1nc(N)c([N+](=O)[O-])c(NCc2ccccc2)n1 | 2 | -0.5 | 0 | -7 | -7 | -5 | 0.4 | 100 | -11 | -3
COc1cc(NC(=O)Cc2nn(C)c(=O)c3ccccc23)cc(OC)c1 | -12 | 0.3 | 3 | 0 | -26 | 1 | 2.1 | 97 | 8 | 3

Fetched by compound from the entries so far, two records:
SMILES | Vif imaging | MC4R ag barr | PDI turbidity | CaV13 FRET inh | H9c2 protect | Glyco luc inh | aDG glyco act | ABCB6 inh 2 | MC4R antag cAMP | m5-HT2A agonist
COC(=O)c1ccccc1NC(=O)CSc1nnc(-c2cccnc2)n1N | 1 | -1.6 | 11 | . | -3 | 4 | 0.0 | 96 | 6 | -1
CCC(=O)/C(=C(/O)c1ccccc1)c1nc2ccccc2[nH]1 | -3 | 0.5 | -2 | -5 | 0 | 0 | -0.3 | 100 | -1 | 1
